Screens (PubChem)
CSN inh: blocks human CSN-mediated cullin deneddylation | Q92905 | Purified CSN, SCF-Nedd8-OG deneddylation, fluorescence polarization | inhibition, % at 12.5 µM | hit rate 0.38% among 360,000;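 active means pattern-corrected inhibition above about 35%, with an unprinted fluorescence ratio check between 0.5 and 1.5, limit read from the data, passing the limit was not always enough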;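 further: 0% = enzyme with substrate and 100% = substrate without enzyme; some results filed as inactive read as strong as hits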
Target sequence (Q92905 whole entry, looked up, one chain of several): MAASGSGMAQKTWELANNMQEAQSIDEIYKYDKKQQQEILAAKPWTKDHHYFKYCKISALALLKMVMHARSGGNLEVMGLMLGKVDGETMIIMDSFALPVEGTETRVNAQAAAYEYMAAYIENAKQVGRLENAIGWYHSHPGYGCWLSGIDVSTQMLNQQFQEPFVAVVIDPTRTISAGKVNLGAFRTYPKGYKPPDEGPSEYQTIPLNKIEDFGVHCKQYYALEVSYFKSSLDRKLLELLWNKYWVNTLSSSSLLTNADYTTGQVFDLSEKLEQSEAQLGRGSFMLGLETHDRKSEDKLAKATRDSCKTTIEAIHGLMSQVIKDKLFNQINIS
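assay system = purified human Csn5 enzyme expressed in HEK293T cells | amount = 0.24 nM enzyme | buffer or medium = Tris/NaCl/DTT buffer, pH 7.5 | reagent = 10 nM SCFSkp2-Nedd8OG | compound = one concentration, 12.5 µM, 0.25% DMSO | times = 90 min reaction at room temperature | signal = FP | read-out basis = % inhibition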
Rpn11 block: blocks the human proteasome subunit Rpn11; O00487; human 26S proteasome, Ub4-pepOG fluorescence polarization; 20S core pre-blocked with epoxomicin; calls only at 20 µM; hit rate 0.59% among 360,000;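 active means inhibition at 20 µM, scaled to each plate's controls, above about 33%, limit read from the data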
Target sequence (O00487 whole entry, looked up): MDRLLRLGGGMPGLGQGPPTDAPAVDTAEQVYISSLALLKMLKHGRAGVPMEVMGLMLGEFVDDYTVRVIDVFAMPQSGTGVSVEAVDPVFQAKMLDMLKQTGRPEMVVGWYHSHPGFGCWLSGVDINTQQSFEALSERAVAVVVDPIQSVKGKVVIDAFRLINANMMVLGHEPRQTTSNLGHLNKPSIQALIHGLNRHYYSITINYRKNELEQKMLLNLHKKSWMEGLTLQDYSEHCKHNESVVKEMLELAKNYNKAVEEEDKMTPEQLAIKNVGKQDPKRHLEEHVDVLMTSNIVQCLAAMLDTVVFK
NadD block: NadD (S. aureus) enzyme inhibition | AID 602399 | inhibition, % at 20 µM | purified NadD enzyme, colorimetric absorbance read-out | hit rate 0.78% among 360,000; in the data active means inhibition above about 26%; further: some compounds past the cut are filed as inactive
Rin1 Abl inh: inhibitors of human Rin1-Abl protein interaction. TR-FRET Rin1/Abl binding, biochemical. inhibition, % at 7.35 µM. hit rate 0.4% among 360,000; in the data active means inhibition above about 5%, passing the limit was not always enough
SKN-1 inh: blocks SKN-1 activity in C. elegans | hit rate 0.49% among 360,000 | AID 624304 | C. elegans VP596 Pgst-4::GFP/RFP ratio, acrylamide-induced, 24 h | inhibition, % at 21.8 µM;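 active means interference check ratio from 0.5 to 1.5 plus GFP to RFP signal ratio inhibition reaching or exceeding a fixed threshold, cut at about 30% in these data, passing the limit was not always enough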; further: some compounds called inactive have numbers as strong as hits
Neddylation inh: inhibitors of human cullin neddylation; P61081+Q13564; AID 651699; TR-FRET cullin neddylation, biochemical; hit rate 0.58% among 360,000; calls only at 25 µM; in the data active means inhibition above about 36%
FAS-TE inh: FAS thioesterase (human) inhibition | P49327 | recombinant FAS-TE, OMFH fluorogenic substrate, fluorescence endpoint | inhibition, % at 15 µM | hit rate 0.67% among 360,000 | AID 602261;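 active means compounds whose normalised, plate-corrected inhibition of enzyme fluorescence in the single-dose primary screen is 50% or more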;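 further: 0% = DMSO with enzyme and 100% = substrate without enzyme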
MT1-MMP act inh: MT1-MMP (human) activation inhibition; P50281; HT1080 RFP-PRO-GFP cells, GFP/RFP ratio fluorescence, overnight; percent of plate control window, DMSO zero; hit rate 0.061% among 360,000; GFP/RFP ratio change, % at 20 µM;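 active means GFP/RFP ratio change of at least 30% with cell ATP level not reduced by more than half and red fluorescence within 50% of control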; further: strong numbers were not always called active
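Test system: HT1080 RFP-PRO-GFP cells; Benchmarks: DMSO and RFP-L50D-GFP cell wells; Timing: cells overnight before dosing, compound overnight, 37 °C, 5% CO2; Compound: one 20 µM compound dose with 1% DMSO; Read-out: GFP/RFP fluorescence ratio.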
PABP1 MLLE inh: inhibitors of microRNA-mediated deadenylation, human PABP1 MLLE binding. P11940. GST-MLLE / FITC-PAM2 fluorescence polarization. inhibition, % at 20 µM. hit rate 0.36% among 360,000. AID 588489; in the data active means inhibition above about 35%, passing the limit was not always enough;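 further: plate controls were DMSO wells with GST-MLLE for no effect and wells lacking GST-MLLE protein for full effect; some results filed as inactive read as strong as hits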
* hit, by the source's call; i = inactive; nt = no result given; + = active, no number. This is a random part of the collection; about 3.9% have a hit in one of these screens.

entry	mol	CSN inh	Rpn11 block	NadD block	Rin1 Abl inh	SKN-1 inh	Neddylation inh	FAS-TE inh	MT1-MMP act inh	PABP1 MLLE inh
1	CCc1nc(CNC(=O)c2cc(OC)c(OC)c(OC)c2)no1	-4	i	7	-1	3	i	-8	-3	-126
2	CN(C)c1nc(-c2ccccc2)ns1	95	i	-2	4	-7	i	-6	0	13
3	CCc1cc2ccc(C)cc2nc1SCC(=O)c1ccc(NC(C)=O)cc1	5	i	4	-2	7	i	27	-20	-4
4	CC(=O)Nc1ccc(C(=O)NNS(=O)(=O)c2ccc(C)cc2)cc1	-13	i	-6	2	8	i	-4	1	-8
5	CCCCC(=O)Nc1cc(OCC)c(NC(=O)c2ccccc2[N+](=O)[O-])cc1OCC	2	i	-1	2	4	i	-4	4	0
6	CC(OC(=O)c1cccs1)C(=O)NCC1CCCO1 (centres undefined)	2	i	10	0	-6	i	-4	5	2
7	C[C@@H](c1ccccc1)N1C[C@H](COCc2ccccc2)Oc2cc(N3CC[C@H](N(C)C)C3)ccc2S1(=O)=O	0	nt	6	nt	7	i	23	4	nt
8	Cc1ccsc1C1C2=C(CC(C)(C)CC2=O)Nc2ncnn21 (centres undefined)	5	i	1	-3	6	i	2	3	15
9	CC(C)(C)C1CCC(=O)N(CCSc2ccccc2)CC1 (centres undefined)	-3	i	-4	1	17	i	8	-1	17
10	COc1ccc(NC(=O)c2cccc(C#N)c2)cc1NS(=O)(=O)c1ccc(F)cc1	-5	i	0	0	5	i	5	3	-6
11	COc1ccc(CC(=O)NC(=S)Nc2ccc(S(=O)(=O)NC(C)(C)C)cc2)cc1	6	i	-4	3	-1	i	18	6	29
12	Cc1cc(F)ccc1NC(=O)CCCN(C)S(=O)(=O)c1ccc(F)cc1	4	i	5	2	7	i	-6	-2	-18
13	Cc1sc2nc(CSC(C)C(=O)Nc3cc(S(C)(=O)=O)ccc3Cl)[nH]c(=O)c2c1C (centres undefined)	12	i	8	1	19	i	-8	-11	-19
14	CC(C)C(=O)Nc1ccc2c(c1)nc(CCN1CCCCC1)n2C	-3	i	-1	-1	-3	i	-3	2	9
15	O=C(Cc1ccc(Cl)cc1)N1CCC2(CC1)NCCc1[nH]cnc12	-4	i	1	2	22	i	-5	-3	-11
16	Cc1ccc(-c2nnc(NC(=O)CCS(=O)(=O)c3ccccc3)o2)c(C)c1	-1	i	8	3	3	i	-3	5	7
17	COc1cc(OC)c(N(C)S(=O)(=O)c2cccc(C(=O)OCC(=O)NCc3ccco3)c2)cc1Cl	6	i	1	5	-7	i	19	-1	-9
18	CCOc1cc(N2CCOCC2)c(OCC)cc1NC(=O)c1ccc(C)s1	1	i	-7	2	5	i	1	5	-13
19	Cc1cc2c(C)nc(N/N=C/c3ccc(F)cc3)nc2o1	4	i	0	-2	-3	i	-8	0	-6
20	CCOc1cc(S(=O)(=O)NCc2ccco2)c(OCC)cc1-n1cnnn1	7	i	1	0	11	+	0	3	-2
21	CCCc1nc2c(C)cc(Br)cn2c1Cc1ccccc1C(F)(F)F	2	i	5	-46	11	i	20	-7	-10
22	COCCN1C(=O)CSCC1(C)C(=O)Nc1c(C)cccc1C (centres undefined)	4	nt	nt	nt	6	i	nt	8	nt
23	Cc1cc(C)cc(OCC(=O)OCC(=O)Nc2ccc(Cl)cn2)c1	-5	i	2	-1	18	i	-6	1	-5
24	Cc1c(C(=O)NCc2ccccn2)sc(=O)n1Cc1ccc(-c2ccccc2)cc1	2	i	11	-1	2	i	18	3	-1
25	Cc1cc(=O)oc(C)c1C(=O)NCCN(C)Cc1ccccc1	-7	i	-1	-2	2	i	1	-4	11
26	CCOc1ccc(C2CC(=O)c3c([nH]c(C(=O)OC)c3C)C2)cc1OC (centres undefined)	2	i	-9	-1	-3	i	-4	2	9
27	O=C(O)c1cccc2[nH]c(C(F)(F)F)nc12	3	i	-4	0	-20	i	-5	3	3
28	CCCOc1ccc(/C=N/NC(=O)c2ccc(Cn3cc([N+](=O)[O-])cn3)o2)cc1	0	i	1	-2	9	i	-2	-1	-2
29	CC1Cc2ccccc2N1c1ncnc2c1nnn2Cc1ccccc1 (centres undefined)	-15	i	-9	0	8	i	22	2	8
30	Cc1ccc(CN2C(=O)C(F)(F)Oc3ccc(C)cc32)cc1	-1	i	-3	4	10	i	30	0	-2
31	COCCn1c(=S)[nH]c2cc(C(=O)N3CCC(C(N)=O)(N4CCCCC4)CC3)ccc2c1=O	-4	i	-6	1	-4	i	-4	4	-38
32	CCOc1cc(NC(=O)c2ccccc2[N+](=O)[O-])c(OCC)cc1NC(=O)CC(C)C	-2	i	-5	2	0	i	-17	5	2
33	COc1ccc(-c2cnnc(N/N=C/c3ccc(OC)c(OC)c3)n2)cc1	-1	i	8	-4	2	i	-7	29	4
34	Cc1cc(SCC(=O)N2CCN(C(=O)c3ccco3)CC2)c(C)cc1Br	-2	i	-3	-1	9	i	10	5	11
35	CN(C)[C@@H]1CCC[C@@H]1OC(=O)C(c1ccccc1)c1ccccc1	-1	i	-1	1	-6	i	0	0	16
36	Cc1cccc(CSc2cccc3cccnc23)c1	1	+	4	-1	-12	i	14	4	34
37	CC(=O)NCCNc1nc2cc(-c3ccccc3C)sc2c(=O)n1C	-2	i	-6	-5	17	i	0	0	-15
38	CCNc1ccc(C(=O)OCC(=O)c2cc(C)n(Cc3ccc4c(c3)OCO4)c2C)cc1[N+](=O)[O-]	-13	i	6	-1	9	i	18	7	-12
39	O=C(OCC(=O)N1CCCCCC1)c1cc(S(=O)(=O)N2CCOCC2)ccc1F	0	i	9	2	7	i	-5	-2	19
40	COc1ccc([C@H]2CC(=O)C=C(c3ccc(C)c4ccccc34)C2)cc1	-4	i	0	-2	-9	i	27	-5	24
41	CC(C)n1c2ccccc2c2nnc(SCC(=O)Nc3ccccc3C(=O)O)nc21	-5	i	7	-9	6	i	2	3	2
42	N#Cc1cnc(=S)n(-c2cc(C(F)(F)F)cc(C(F)(F)F)c2)c1N	8	i	-5	-2	8	i	-5	-5	-25
43	Oc1ccc2ccccc2c1/C=N/Nc1nnc(-c2ncc[nH]2)c2ccccc12	6	i	51*	4	18	i	18	-42	-9
44	COc1ccc(NS(=O)(=O)c2cc3c(cc2C)N(C)CCO3)cc1	0	i	4	1	6	i	-4	4	-7
45	CCn1c(=O)cc(SCC(=O)N2CCN(c3ccccc3OC)CC2)c2ccccc21	-10	i	0	-100	-16	i	23	11	7
46	CCOC(=O)c1cc(C#N)c(=S)[nH]c1C	0	i	5	-7	-5	i	-3	-4	20
47	C=CCN1C(=O)C(CC(=O)O)S/C1=N/N=C/c1ccc(N(CC)CC)cc1 (centres undefined)	3	i	19	0	8	+	-1	-12	-33
48	CCCCn1c(N)c(N(CCC(C)C)C(=O)COC(=O)c2ccc(CC)cc2)c(=O)[nH]c1=O	5	i	-1	-3	0	i	-13	-28	13
49	Cc1cc(-n2c(C)cc(C(=O)COc3cc(F)ccc3[N+](=O)[O-])c2C)no1	0	i	-9	4	-7	i	29	-21	-36
50	COc1ccc(OC(C)c2nnc(N)s2)cc1 (centres undefined)	-2	i	0	-2	5	i	-5	3	-5

3 of the entries above in order of the NadD block value, rising:
| entry | SMILES | NadD block |
| --- | --- | --- |
| 33 | COc1ccc(-c2cnnc(N/N=C/c3ccc(OC)c(OC)c3)n2)cc1 | 8 |
| 39 | O=C(OCC(=O)N1CCCCCC1)c1cc(S(=O)(=O)N2CCOCC2)ccc1F | 9 |
| 47 | C=CCN1C(=O)C(CC(=O)O)S/C1=N/N=C/c1ccc(N(CC)CC)cc1 (centres undefined) | 19 |

Given screen by screen: five of the compounds above
[42] N#Cc1cnc(=S)n(-c2cc(C(F)(F)F)cc(C(F)(F)F)c2)c1N
[45] CCn1c(=O)cc(SCC(=O)N2CCN(c3ccccc3OC)CC2)c2ccccc21
[34] Cc1cc(SCC(=O)N2CCN(C(=O)c3ccco3)CC2)c(C)cc1Br
[39] O=C(OCC(=O)N1CCCCCC1)c1cc(S(=O)(=O)N2CCOCC2)ccc1F
[50] COc1ccc(OC(C)c2nnc(N)s2)cc1 (centres undefined)
Assay by compound	42	45	34	39	50
CSN inh	8	-10	-2	0	-2
Rpn11 block	i	i	i	i	i
NadD block	-5	0	-3	9	0
Rin1 Abl inh	-2	-100	-1	2	-2
SKN-1 inh	8	-16	9	7	5
Neddylation inh	i	i	i	i	i
FAS-TE inh	-5	23	10	-5	-5
MT1-MMP act inh	-5	11	5	-2	3
PABP1 MLLE inh	-25	7	11	19	-5

The listing continues:
entry	mol	CSN inh	Rpn11 block	NadD block	Rin1 Abl inh	SKN-1 inh	Neddylation inh	FAS-TE inh	MT1-MMP act inh	PABP1 MLLE inh
51	CCC(C(=O)NCc1ccco1)N(Cc1cccs1)C(=O)CNS(=O)(=O)c1ccccc1 (centres undefined)	4	i	-2	2	-6	i	-5	-2	8
52	COc1ccc(-n2cnnc2SCCC#N)cc1	0	i	6	-2	-14	i	-8	-3	-20
53	O=C(NCc1ccccc1Cl)C1CCN(S(=O)(=O)c2ccc(F)cc2)CC1	-12	i	2	8	-1	i	2	-1	-17
54	NC(=O)C1CCN(c2ccc(S(=O)(=O)N3CCCCC3)cn2)CC1	-3	i	-2	2	-18	i	-7	6	-1
55	CCOC(=O)C(NC(=O)NCc1ccccc1)(OCC)C(F)(F)F (centres undefined)	-5	i	-2	4	1	i	-4	-1	5
56	Cc1nn(-c2ccccc2)c2c1C(c1cccnc1)N1C=C(S(=O)(=O)N3CCCCC3)C=CC1=N2 (centres undefined)	-7	i	2	-1	4	i	3	0	-6
57	COc1cccc(CNC(=O)Nc2cccs2)c1	-2	i	2	2	-5	i	-3	2	4
58	COc1ccc(NC(=O)COC(=O)CCCOc2ccc(Cl)cc2Cl)cc1	-11	i	-18	-3	12	i	24	5	0
59	COc1cc(N)c(C(=O)c2nccc3cc(OC)c(OC)cc23)cc1OC	2	i	-6	-4	-17	i	-4	-2	2
60	N#Cc1ccc(/C=C/C(=O)c2ccccc2)cc1	18	i	-9	-2	19	i	-2	5	-4
61	CC(C)Nc1nc(Cl)nc(NCCOc2ccccc2)n1	2	i	2	1	-1	i	30	-1	9
62	O=C(CSc1ccc(F)cc1)Nc1ccc(N2CCOCC2)c(Cl)c1	-1	i	-6	-1	7	i	8	0	6
63	O=C(Cn1cnc2c(cnn2-c2ccc(F)cc2)c1=O)NCC1CCCO1 (centres undefined)	1	i	-7	3	5	i	0	1	0
64	O=C(Cc1cccc2ccccc12)NCCc1ccccc1	-5	i	-11	1	6	i	3	1	8

Whole records, looked up by structure:
CN(C)c1nc(-c2ccccc2)ns1 is listed with CSN inh = 95; Rpn11 block = i; NadD block = -2; Rin1 Abl inh = 4; SKN-1 inh = -7; Neddylation inh = i; FAS-TE inh = -6; MT1-MMP act inh = 0; PABP1 MLLE inh = 13
Cc1cccc(CSc2cccc3cccnc23)c1 is listed with CSN inh = 1; Rpn11 block = +; NadD block = 4; Rin1 Abl inh = -1; SKN-1 inh = -12; Neddylation inh = i; FAS-TE inh = 14; MT1-MMP act inh = 4; PABP1 MLLE inh = 34
